High-throughput results: PubChem BioAssay, National Center for Advancing Translational Sciences (NCATS)
Sm TGR block – inhibitors of Schistosoma mansoni thioredoxin glutathione reductase; Q962Y6; purified TGR, DTNB reduction, TNB absorbance 405 nm; Potency, µM (top dose mostly 114 µM), without a hit: at the highest dose activity change, negative = inhibition, usual class: inhibitors; actives 3% (n = 360,000); also: potency is read from the fitted curve at half-maximal effect; nearly all actives have a fitted effect of over 60% in size
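Kinetic colorimetric format: TGR-catalysed, NADPH-driven DTNB reduction monitored via TNB absorbance. Enzyme dispensed at 20 nM; compound exposure 15 min at room temperature before reaction start.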
AmpC no deterg – blocks E. coli AmpC beta-lactamase in detergent-free assay. AmpC nitrocefin hydrolysis, absorbance 480 nm, 0.0001% Triton. Potency, µM (titrated, usually from 57.1 µM), for inactives: at the highest dose activity change, negative = inhibition, hits mostly inhibitors. actives 0.52% (n = 330,000). AID 485341;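 also: potency is read from the fitted curve at half-maximal effect; plate controls were no compound for no effect and no enzyme for full effect; nearly all actives have a fitted effect of over 20% in size; some results filed as inactive show a strong effect at the top dose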
Target sequence (P00811 whole entry, looked up): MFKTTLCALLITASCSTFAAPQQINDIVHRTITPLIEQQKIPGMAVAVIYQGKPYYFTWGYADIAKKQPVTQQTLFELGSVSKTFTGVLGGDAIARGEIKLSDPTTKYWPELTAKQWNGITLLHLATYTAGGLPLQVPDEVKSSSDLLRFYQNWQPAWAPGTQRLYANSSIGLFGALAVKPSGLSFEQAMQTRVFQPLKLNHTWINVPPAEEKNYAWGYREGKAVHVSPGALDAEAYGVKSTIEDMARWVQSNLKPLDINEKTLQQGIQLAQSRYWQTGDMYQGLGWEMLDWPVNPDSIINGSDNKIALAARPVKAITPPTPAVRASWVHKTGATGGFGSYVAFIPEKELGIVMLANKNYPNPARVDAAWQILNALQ
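AmpC (5.3 nM in the dispensed reagent) in 20 mM phosphate pH 7.0 with 0.01% (detergent screen) or 0.0001% Triton X-100 was preincubated with compounds for 15 min at room temperature. Nitrocefin was then added from an 800 uM solution, and hydrolysis was followed at 480 nm.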
HCMV antiviral – inhibitors of human cytomegalovirus; HFF cells, HCMV-luciferase reporter, 72 h; stronger effect = lower value; activity change, negative = inhibition, % at 57.5 µM; actives 4.5% (n = 410,000); AID 1259415; in the data active = activity change below about -60%; inconclusive = no clear call, values can overlap the other calls; inactive = above about -39%
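After 16 h attachment at 37C, HFF cells received test compound and HCMV-luciferase (1 PFU/cell); reporter luminescence read 72 h later, data normalized against buffer-only and known inhibitor Salinomycin.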
HCV inh – HCV inhibition | actives 3.4% (n = 340,000) | Huh7.5.1 HCVcc-Cre infection, luciferase reporter, 44 h | Potency, µM (top dose mostly 41.8 µM), for inactives: at the highest dose activity change, negative = inhibition, usual class: inhibitors; also: potency is read from the fitted curve at half-maximal effect
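Reporter virus HCVcc-Cre (~0.5 moi) infects cells exposed to compound; seeding density 1,000 cells/well with 4 h settling beforehand. Luminescence, 15 sec read, taken 44 h post-infection following a 15 min RT substrate incubation.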
Giardia FBPA inh – blocks Giardia fructose-bisphosphate aldolase activity | AID 2451 | Potency, µM (series often up to 59.6 µM), for inactives: at the highest dose activity, negative = inhibition, usual class: inhibitors | actives 0.71% (n = 290,000) | A8B2U2 | purified Giardia FBPA; also: potency is read from the fitted curve at half-maximal effect; nearly all actives have a fitted effect of over 55% in size
Target sequence (A8B2U2 whole entry, looked up): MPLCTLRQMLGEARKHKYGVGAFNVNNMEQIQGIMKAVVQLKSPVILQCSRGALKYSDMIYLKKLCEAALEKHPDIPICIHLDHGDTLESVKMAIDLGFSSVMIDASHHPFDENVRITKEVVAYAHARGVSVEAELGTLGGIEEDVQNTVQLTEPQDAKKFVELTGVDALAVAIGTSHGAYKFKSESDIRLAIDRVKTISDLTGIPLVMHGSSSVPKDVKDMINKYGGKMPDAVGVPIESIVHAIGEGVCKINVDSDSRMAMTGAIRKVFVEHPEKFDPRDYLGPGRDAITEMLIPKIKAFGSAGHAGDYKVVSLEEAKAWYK
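40 nM FBPA preincubated 10 min at RT with compound (up to 57.5 uM final), then substrate plus GAPDH/TPI/NAD/arsenate coupling and diaphorase/resazurin added. Fluorescence read after 20 min at RT, 525/598 nm.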
AmpC inh detg – inhibitors of E. coli AmpC beta-lactamase with detergent; P00811; AmpC hydrolysis of nitrocefin, absorbance 480 nm, 0.01% Triton; Potency, µM (series often up to 114 µM), without a hit: top-dose activity change, negative = inhibition, most hits filed as inhibitors; actives 0.041% (n = 370,000); AID 485294;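 also: potency is read from the fitted curve at half-maximal effect; 0% = no-compound wells and -100% = no-enzyme wells; nearly all actives have a fitted effect of over 25% in size; some results filed as inactive show a strong effect at the top dose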
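AmpC (5.3 nM in the dispensed reagent) in 20 mM phosphate pH 7.0 with 0.01% (detergent screen) or 0.0001% Triton X-100 was preincubated with compounds for 15 min at room temperature. Nitrocefin was then added from an 800 uM solution, and hydrolysis was followed at 480 nm.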
* marks the source's active call; other numbers are inactive results; ? = inconclusive; / = no result given; & = joins results of further samples; [ ] = dose if it differs, or a comment. Unless noted, calls follow the shape of the dose curve; as a rule, active = well fitted curve in the direction sought with a large enough effect; inconclusive = small, poorly fitted or top-dose-only effect, or another doubt; inactive = no such curve, though single readings can be large; an effect the other way counts as inactive or inconclusive. Unless noted, % is scaled to controls: 0 for no effect and ±100 for the full control effect.

SMILES	Sm TGR block	AmpC no deterg	HCMV antiviral	HCV inh	Giardia FBPA inh	AmpC inh detg
Cn1ccnc1C(OC(=O)c1ccccc1)C(F)(F)F (configuration not stated)	-15%	-2%	17	-21%	-1%	-6%
Cc1cccc(Nc2nc(-c3ccc4c(c3)OCCO4)cs2)c1	-8%	-38%	31	-27%	8%	-15%
COc1ccc(-c2cn[nH]c2-c2ccc(OC)cc2O)cc1	15%	-43%	-65*	?	10%	2%
O=C(C1=C[C@@H](c2coc3ccccc3c2=O)C[C@@H](OCCCCO)O1)N1CCOCC1	-16%	0%	3	4%	4%	-1%
Cc1cc(C)c(NC(=O)c2c[nH]c(=S)n2-c2ccc(F)cc2)c(C)c1	-5%	-26%	-34	5%	1%	-5%
O=CNCCCc1nc2ccccc2n1Cc1ccccc1	-26%	32%	10	1%	0%	0%
C=CCNC(=S)N1CCC(C(=O)c2ccc(Cl)cc2)CC1	28%	4%	-20	?	?	?
CCOc1ccc(N(CC(=O)N2CCN(c3ccccc3F)CC2)S(=O)(=O)c2c(C)noc2C)cc1	7%	0%	-2	13%	/	1%
COc1ccccc1CNC(=S)Nc1ccc2nc(N3CCN(C)CC3)cc(C)c2c1	-27%	185%[activator]	0	-19%	-4%	-5%
O=C(CSc1nnc(NC(=O)c2cccc(F)c2)s1)NC1CC1	2%	-7%	35	2%	-29%	-3%
CCOC(=O)C1CCN(Cc2cn(C)nc2-c2ccc(Oc3ccccc3)cc2)CC1	-6%	159%[activator]	59	12%	0%	-5%
O=C(CCC1CCCC1)NNC(=O)c1cc2ccccc2cc1O	10%	?	-28	-7%	-18%	-9%
O=C(CN1CCOCC1)N/N=C/c1cccc2ccccc12	?	-8%	31	3%	-4%	?
CCc1nn(CC(=O)N2CCN(c3cccc(Cl)c3)CC2)c(=O)c2cc3sccc3n12	10%	/	83	/	/	0%
CCOc1cc(C#N)c(NC(=O)c2ccnn2C)cc1OCC	2%	-2%	-13	?	-2%	1%

Another view of part of the listing above:
Values in the order: Sm TGR block, AmpC no deterg, HCMV antiviral, HCV inh, Giardia FBPA inh, AmpC inh detg
O=C(CSc1nnc(NC(=O)c2cccc(F)c2)s1)NC1CC1
    2%, -7%, 35, 2%, -29%, -3%
CCOC(=O)C1CCN(Cc2cn(C)nc2-c2ccc(Oc3ccccc3)cc2)CC1
    -6%, 159%[activator], 59, 12%, 0%, -5%

The results go on.
SMILES	Sm TGR block	AmpC no deterg	HCMV antiviral	HCV inh	Giardia FBPA inh	AmpC inh detg
COc1ccc(N2C(=O)CCC(C(=O)O)C2c2ccc(OC)c(OC)c2)cc1 (configuration not stated)	-5%	-17%	41	1%	0%	0%
Cc1cc(N2CCN(c3ccccc3Cl)CC2)n2cc(-c3ccccc3)nc2n1	-27%	81%[activator]	14	?	-1%	?
CC(NC(=O)Cn1cnc2c1c(=O)n(C)c(=O)n2C)c1ccccc1 (configuration not stated)	-28%	-19%	-28	18%	-4%	?
CCOC(=O)C1=c2s/c(=C\c3cccnc3)c(=O)n2C(N)=C(C(=O)OC)C1c1cccnc1 (configuration not stated)	-4%	-11%	-27	13%	0%	-12%
CCOC(=O)C1=C2N(C)c3ccccc3N2CCC1=O	5%	-22%	46	-14%	0%	2%
COc1cccc2c1Oc1ncccc1N(C(=O)CCC(=O)NCc1ccc(OC(C)C)cc1)C2	6%	/	6	/	/	1%
COc1ccc(C(c2nnnn2Cc2cccs2)N2CCN(c3ccccc3)CC2)cc1OC (configuration not stated)	45µM*	75%[activator]	18	-9%	-3%	8%
Cc1ccc(C(=O)CNc2cccc(Cl)c2)cc1	4%	-16%	?	-7%	-1%	?
CNCCc1c(C)n[nH]c1C	-2%	-4%	-6	8%	0%	?
CC(=O)NC(Cc1c[nH]c2ccccc12)C(=O)OCC(=O)N1CCCCCC1 (configuration not stated)	-11%	-1%[2.29 µM]	-28	28%	6%	-2%
COC(=O)CC(NC(=O)c1cccs1)c1ccc(OC)c(OC)c1 (configuration not stated)	-11%	-14%	-32	11%	3%	?
O=C(COC(=O)c1ccc(F)cc1)NCC1COc2ccccc2O1 (configuration not stated)	/	-12%	2	8%	/	/
COc1cccc(CNC(=O)CNC(=S)N(Cc2ccccc2)Cc2ccccc2F)c1	-4%	-11%	-66*	-18%	-8%	?
O=C(Nc1ccccc1C(F)(F)F)n1ncc2cc(Cl)ccc21	36%[activator]	/	9	/	/	-9%
CC(OC(=O)C1CC(=O)N(Cc2ccccc2)C1)C(=O)Nc1ccc(F)cc1Cl (configuration not stated)	0%	-2%	-20	-5%	/	-17%
Nc1nonc1C(=O)OCC(=O)N1CCCCC1	-3%	-10%	-2	-2%	3%	1%
O=C(CSc1nccn1Cc1ccco1)Nc1ccc(OC(F)(F)F)cc1	-5%	/	62	/	/	-1%
O=C(CN1CCOCC1)N/N=C/c1c(O)ccc2ccccc12	-13%	-1%	48	?	-26%	-12%
COc1cc(/C=N/NC(=O)c2ccncc2)ccc1OC(=O)c1ccc([N+](=O)[O-])cc1	-4%	7%	-12	11%	1%	8%
NC(=S)N/N=C/c1ccc(C23CC4CC(CC(C4)C2)C3)cc1	-7%	-44%	/	?	10%	?
CN(C(=O)c1ccccc1)c1ccccc1C(=O)NCCc1ccccc1	-23%	1%	35	5%	7%	-4%
CS(=O)(=O)Oc1ccc(Br)cc1/C=C1/N=C(c2ccco2)OC1=O	-12%	-18%	-10	-2%	10%	1%
COc1ccc(-n2nc(C(=O)Nc3ccc4c(c3)OCO4)c3ccccc3c2=O)cc1	-2%	-19%	2	?	2%	0%
CCOc1ccc(NC(=O)c2c(NCc3cccc(OC)c3OC)sc3c2CCC3)cc1	-3%	/	13	/	/	0%
O=C(c1cc(-c2ccccn2)nc2c(Cl)cccc12)N1CCN(C(=O)C2CCCO2)CC1 (configuration not stated)	-11%	115%[activator]	17	16%	-9%	?
Cc1cccc(Cn2cccc(C(=O)Nc3cc(C)on3)c2=O)c1	10%	/	-11	/	/	5%
CN(C)CCCN(C(=O)CCc1ccccc1)c1nc2ccc(Br)cc2s1	11%	76%[activator]	0	-24%	-5%	-2%
CN1C(C(=O)NCC2CC2)CC2Cn3c(nc4cc(Cl)c(Cl)cc43)C21 (configuration not stated)	-2%	10%	4	-22%	0%	-6%
O=C(COc1ccc2ccc(=O)oc2c1)NCCc1c[nH]c2ccc(F)cc12	2%	-29%	-35	-21%	/	-11%
CCOC(=O)c1ccc(N2CCN(c3cccc(Cl)c3)CC2)c(NC(=O)Nc2ccc(OC)cc2OC)c1	3%	/	42	/	/	7%

Looked up by structure from the entries so far (2):
SMILES	Sm TGR block	AmpC no deterg	HCMV antiviral	HCV inh	Giardia FBPA inh	AmpC inh detg
O=C(c1cc(-c2ccccn2)nc2c(Cl)cccc12)N1CCN(C(=O)C2CCCO2)CC1 (configuration not stated)	-11%	115%[activator]	17	16%	-9%	?
NC(=S)N/N=C/c1ccc(C23CC4CC(CC(C4)C2)C3)cc1	-7%	-44%	/	?	10%	?

(next part)
SMILES	Sm TGR block	AmpC no deterg	HCMV antiviral	HCV inh	Giardia FBPA inh	AmpC inh detg
COc1ccc(CC(=O)Nc2ccc(N3CCN(c4ccc(OC)cc4)CC3)c(C#N)c2)cc1	4%	-19%	-13	?	1%	8%
Cc1ccc(-c2nnn3c2nc(NCCc2ccc(Cl)cc2)c2ccccc23)cc1	-7%	/	40	/	/	9%
C/C=C/c1ccc(OCC(=O)OCC2=C(C(=O)OCC)C(C)NC(=O)N2)c(OC)c1 (configuration not stated)	-28%	36%	-21	19%	/	-15%
Cc1ccc(NS(=O)(=O)c2ccc(NC(=O)C3CC3)cc2)cc1C	5%	-31%	?	?	8%	3%
CN1C2CCC1CC(OC(=O)c1c[nH]c3ccccc13)C2 (configuration not stated)	-2%&-17%	-24%&-28%	9&26	?	-3%&-8%	?
CSc1ccccc1-n1nnnc1SCC(=O)Nc1cc(C)ccc1C	-23%	-23%	-14	?	-4%	?
COC(=O)CCS(=O)(=O)c1ccc(Cl)cc1	4%	-12%	-9	6%	2%	0%
CCc1cc(C(=O)Cc2nc3ccccc3s2)c(O)cc1OCC(=O)O	16%	-13%	0	-1%	-11%	-3%
NC(=O)C1CCN(C(=O)CCc2ccsc2)CC1	-2%	-12%	-20	17%	2%	-7%
CS(=O)c1ccccc1COC(=O)Nc1ccc(Cl)cc1 (configuration not stated)	2%	6.3µM*	14	-9%	2%	5%
Cc1ccc(S(=O)(=O)NCCCN2CCOCC2)cc1C	2%	-9%	-29	-4%	8%	5%
O=c1c2ccccc2nc(SCc2nnc(-c3ccccc3Br)o2)n1-c1ccccc1	3%	-24%	?	?	-1%	0%
Cc1ccc(C(=O)C(SC(C)(C)C)n2cncn2)cc1 (configuration not stated)	0%	-5%	19	3%	6%	-6%
O=C(Nc1ccc2nc(SCC(=O)N3CCOCC3)sc2c1)c1ccccc1Cl	-8%	/	-83*	/	/	-4%
Cc1ccc2cccc(S(=O)(=O)NC3CCS(=O)(=O)C3)c2n1 (configuration not stated)	0%	-20%	-10	11%	2%	-12%
O=C(Nc1ccc2c(c1)OCCO2)C1CCN(c2cnccn2)CC1	1%	-11%	-19	14%	-3%	3%
Cc1ccc(N=Nc2c(O)[nH]c(=O)[nH]c2=O)cc1S(=O)(=O)Nc1ccc(Br)cc1	/	-23%	-23	9%	/	/
O=C1CN(S(=O)(=O)c2ccc([N+](=O)[O-])cc2)CC(=O)N1	?	-18%	0	-3%	-7%	-7%
CN(Cc1cccc(F)c1)C(=O)CN1CCN(S(=O)(=O)c2ccc3c(c2)OCCCO3)CC1	-8%	237%[activator]	-34	?	/	1%
O=C(CSc1nc(NS(=O)(=O)c2ccccc2)cc(=O)[nH]1)Nc1ccc(Cl)cc1	34%	-45%	0	14%	-10%	?
Clc1ccc(OCc2nc(-c3ccncc3)no2)c(Cl)c1	10%	30%	116	?	6%	3%
CC(C)(C)C(=O)NC(=S)Nc1ccccc1N1CCCC1	/	10%	-27	-9%	-8%	10%
Cc1ccc2cc3c(N)[nH]nc3nc2c1	2%	-15%	-38	2%	4%	-2%
CC(C)Cc1nc2sc3c(SCC(N)=O)ncnc3c2c2c1CCC2	-1%	-8%	2	1%	1%	7%
CCOc1cc(/C=C2\C(=N)N3N=CSC3=NC2=O)ccc1OS(=O)(=O)c1ccccc1	-2%	-34%	0	22%	27%	-10%
CCc1ccc(-n2c(=O)c3c(C)c(C)sc3n(CC(=O)NCc3ccc(C)cc3)c2=O)cc1	-1%	/	8	/	/	16%
O=C(COC(=O)CC1CC2CCC1C2)NCc1ccc(Cl)cc1 (configuration not stated)	/	9%	-27	10%	/	/
Cc1cccc(Cn2ccc(-c3ccc(Cl)cc3)c(C#N)c2=O)c1	6%	-7%	-38	-6%	4%	2%
CCc1ccc(N2CN(Cc3cccnc3)CNC2=S)cc1	-1%	11%	11	0%	8%	-4%
COCCNC(=O)C(c1ccco1)N(C(=O)Cn1nnc2ccccc21)c1ccccc1C (configuration not stated)	2%	5%	-4	17%	0%	-2%
COc1cc(/C=N/NC(=O)CC2(C)OCCO2)cc(Br)c1O	-9%	-15%	-23	9%	-2%	0%
COc1ccc(CNS(=O)(=O)c2ccc3c(c2)C(C)(C)C(=O)N3C)cc1	5%	-13%	-18	0%	3%	-17%
